proCasp3 act – activators of human procaspase-3. P42574. recombinant procaspase-3 D3A, Ac-DEVD-pNA absorbance 405 nm. activation, % at 8.5 µM. 0.11% of 330,000 active. AID 463141;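 active = activation above the mean of all tested compounds plus 3 SD, cut at about 21% in these data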;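 also: 0% = DMSO alone and 100% = DMSO wells spiked with extra 5 µM PC-3 D3A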
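Technique: 405 nm absorbance of p-nitroaniline, reads at 0 and 120 min; Test system: Procaspase-3 D3A mutant; Incubation: 1 h enzyme-compound preincubation, then 2 h substrate reaction, 25 °C; Repeats: singlicate, each compound tested once; Benchmarks: low control DMSO wells, high control DMSO plus 5 µM PC-3 D3A.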
RPL19A TOR yeast – alters RPL19A-GFP fluorescence in TOR pathway yeast screen. 0.3% of 330,000 active. S. cerevisiae RPL19A-GFP strain, flow cytometry, 3 h; hits give low values. AID 2025. percent response vs DMSO, % at 10 µM;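 active = percent response vs DMSO below 50%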;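 also: median channel GFP fluorescence of the barcoded RPL19A-GFP strain; ratio of sample median GFP to plate DMSO average so 100% = DMSO; lower means less RPL19A-GFP as with rapamycin TOR inhibition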
ZTA counter – ZTA (EBV) inhibition in EBNA-1 counter-screen; P03206; ZTA-DNA binding, fluorescence polarization; inhibition, % at 11 µM; 0.15% of 320,000 active; AID 2234; in the data active = inhibition above about 33%
MEP2 TOR yeast – alters MEP2-GFP fluorescence in TOR pathway yeast screen; S. cerevisiae MEP2-GFP strain, flow cytometry GFP, 3 h; 100% = DMSO control level; GFP response vs DMSO, % at 10 µM; 0.51% of 330,000 active; AID 2016;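 active = GFP response versus DMSO above a set limit, roughly screen mean plus 3 SD, cut at about 180% in these data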;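 also: median GFP fluorescence of the barcode-gated MEP2-GFP cells per well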
procasp7 counter – counter-screen: procaspase-7 (human) activation; recombinant procaspase-7, Ac-DEVD-pNA absorbance 405 nm; D23A/D198A/D206A triple mutant, cannot self-cleave; scale: DMSO 0, 5 µM enzyme 100; activation, % at 8.5 µM; 0.093% of 330,000 active; AID 463210;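 active = percent activation above the screen-wide mean plus 3 SD, cut at about 25% in these data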
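Assay system: Uncleavable procaspase-7 mutant enzyme | Input: 2 µM procaspase-7 mutant as dispensed | Timing: 1 h compound preincubation, 2 h substrate cleavage, 25 °C | Repeats: One well per compound | Control set: DMSO wells as 0%, DMSO with 5 µM added PC-7 as 100% | Technique: Epi-absorbance of released pNA at 405 nm, two timepoints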
EBNA-1 inhibitor – blocks EBNA-1 binding to DNA. inhibition, % at 14.8 µM. EBNA-1 DNA binding, fluorescence polarization. AID 1950. 0.34% of 300,000 active; in the data active = inhibition above about 28%
AHR activator – activates the human aryl hydrocarbon receptor | P35869 | AHR-responsive luciferase reporter cells, luminescence | activation, % at 5 µM | 2.5% of 320,000 active; in the data active = activation above about 47%;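 also: 0% = vehicle wells and 100% = reference agonist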
LAP4 TOR yeast – yeast TOR pathway LAP4-GFP modulation. S. cerevisiae LAP4-GFP multiplex, flow cytometry GFP, 3 h; median GFP as percent of DMSO wells. GFP response vs DMSO, % at 10 µM. 0.34% of 320,000 active;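 active = GFP response vs DMSO above a set limit, about the screen mean plus 3 SD, cut at about 150% in these data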
* = called active by the depositor; . = no result given; [ ] = dose if it differs, or a comment.

compound,proCasp3 act,RPL19A TOR yeast,ZTA counter,MEP2 TOR yeast,procasp7 counter,EBNA-1 inhibitor,AHR activator,LAP4 TOR yeast
O=C(Nc1cc(Cl)ncn1)c1ccccc1,-11,96,9,97,-8,-10,17,103
CC1Cc2ccccc2N1S(=O)(=O)c1cccs1 (stereo not given),13,102,-8,104,-4,2,16,99
CC(C)CN(C(=O)COc1ccc(-c2nnco2)cc1)C1CCS(=O)(=O)C1 (stereo not given),12,102,11,100,11,5,-2,115
Cc1nccc2oc(=O)c(NC(=O)c3ccc(Cl)cc3)cc12,-6,96,1,94,4,-2,-4,104
COCCN(C(=O)C1=COCCO1)c1c(N)n(CC(C)C)c(=O)[nH]c1=O,6,98,-14,104,4,.,-1,103
COc1ccc2cc(CCNC(=O)c3ccc(S(=O)(=O)N4CCOCC4)cc3)c(=O)[nH]c2c1,12,96,-2,97,-5,-5,3,104
CCN(c1ccccc1)S(=O)(=O)c1ccc(Cl)c(NC(=O)COC(=O)c2cccc(OC)c2O)c1,-2,103,10,101,-8,16,-3,93
O=C(CC1C[C@H](C(=O)N2CCOCC2)[C@@]2(CCC3CCCC3)c3[nH]c4ccccc4c3CCN2C1=O)NCc1ccco1 (stereo not given in full),6,103,.,100,9,.,1,98
COc1ccccc1NC(=O)C1CCN(C(=O)c2ccc(C(C)(C)C)cc2)CC1,-2,103,7,105,-5,-3,14,91
C=CCN1C(c2ccc(Br)cc2)=CS/C1=C(/C#N)c1nnc(N2CCOCC2)n1-c1ccccc1,4,106,-9,107,-4,-15,0,94
CCOC(=O)c1nnn(-c2nonc2-n2cccc2)c1C,6,100,-1,101,0,1,-5,92
S=c1[nH]nc(CSc2nc3ccccc3s2)n1C1CCCCC1,-13,94,1,86,-28,-7,15,90
O=S(=O)(N/N=C/c1c(F)cccc1Cl)c1ccccc1,-2,101,-4,105,5,6,-2,113
O=C(Nc1cccc(C(=O)O)c1)Nc1ccc2c(c1)OCO2,-3,90,-22,84,-6,-4,-6,94
CC(=O)Oc1ccccc1C(=O)N(C1CCCCC1)C1CCCCC1,-5,100,-18,104,0,-4,10,92
COc1ccc(C2c3c(c(C)c(C)oc3=O)Oc3c(C)c(C)oc(=O)c32)cc1,-2,98,-2,95,6,.,-1,99
O=[N+]([O-])c1ccccc1-c1ccc(C(=S)N2CCN(c3ccccc3)CC2)o1,-14,96,8,92,-18,-4,20,109
CCOC(=O)c1ccc(NC(=O)CCCN2C(=O)NC3(CCCC3)C2=O)cc1,15,95,17,96,8,.,0,95
O=C(Nc1cccc(F)c1)Nc1cnccn1,-7,98,12,107,0,-7,11,93
COc1ccccc1OC(C)C(=O)Nc1ccc(S(=O)(=O)Nc2nccs2)cc1 (stereo not given),5,91,8,100,-4,15,-1,89

4 entries drawn at random from those above:
compound,proCasp3 act,RPL19A TOR yeast,ZTA counter,MEP2 TOR yeast,procasp7 counter,EBNA-1 inhibitor,AHR activator,LAP4 TOR yeast
COc1ccccc1OC(C)C(=O)Nc1ccc(S(=O)(=O)Nc2nccs2)cc1 (stereo not given),5,91,8,100,-4,15,-1,89
O=C(CC1C[C@H](C(=O)N2CCOCC2)[C@@]2(CCC3CCCC3)c3[nH]c4ccccc4c3CCN2C1=O)NCc1ccco1 (stereo not given in full),6,103,.,100,9,.,1,98
CCOC(=O)c1ccc(NC(=O)CCCN2C(=O)NC3(CCCC3)C2=O)cc1,15,95,17,96,8,.,0,95
S=c1[nH]nc(CSc2nc3ccccc3s2)n1C1CCCCC1,-13,94,1,86,-28,-7,15,90

Going on with the list.
compound,proCasp3 act,RPL19A TOR yeast,ZTA counter,MEP2 TOR yeast,procasp7 counter,EBNA-1 inhibitor,AHR activator,LAP4 TOR yeast
CC(C)CN1C(=O)C(NC(=O)C2CC2)(C(F)(F)F)C2=C1CC(C)(C)CC2=O (stereo not given),-1,87[may fluoresce violet],-8,147[may fluoresce violet],2,-2,2,95[may fluoresce violet]
CC(C)(C)N(Cc1ccccc1)C(=O)COC(=O)C1CC1,6,100,.,105,-2,.,-1,93
Cc1ccc(C2=NN(CCC#N)C(=O)CO2)cc1,8,108,7,109,1,-1,-2,97
Cc1sc2nc(COC(=O)c3ccc(Cl)c(N)c3)[nH]c(=O)c2c1C,-15,97,8,101,5,5,11,83
O=C(N/N=C/c1ccc(F)cc1)c1c(O)c2ccccc2[nH]c1=O,2,108,-4,104,-1,7,5,97
COc1ccc(CCNC(=O)c2ccc3c(c2)SC2=NS(=O)(=O)CCN23)cc1,1,100,5,99,-3,-8,-6,110
Cc1ccc(S(=O)(=O)NNC(=O)c2cc(C)cs2)cc1,3,89,13,94,6,5,0,97
O=C(Nc1ccc2c(c1)OCO2)N1CCOCC1,-22,107,-8,105,-30,-5,44,105
CCc1ccc(N(CC(=O)Nc2nc3ccc(C)cc3s2)S(=O)(=O)c2c(C)noc2C)cc1,-3,102,3,107,5,11,11,100
Cc1nn(C)c(C)c1CN(Cc1nc(-c2ccc(F)cc2F)oc1C)C1CC1,0,104,6,103,5,0,4,99
O=C(O)CNC(=O)CCN1C(=O)c2ccccc2C1=O,1,97,-8,102,14,-12,-2,93
Cc1ccc(CSCC(=O)NCCc2ccccc2)cc1,6,101,4,107,12,0,3,97
S=c1[nH]nc(-c2ccccn2)n1/N=C/c1ccco1,-2,93,1,94,-10,2,1,98
CCCCCC1CC(=O)N(Cc2ccc(Cl)cc2)C(=O)N1 (stereo not given),6,99,12,105,0,1,-3,101
COc1cccc(NC(=O)Nc2ccc3c(c2)N(C)C(=O)CS3)c1,3,99,-2,102,-1,0,36,96
Cc1c([N+](=O)[O-])cnc(Sc2ccccc2)c1[N+](=O)[O-],-13,62,-1,86,-6,-9,-2,294*
OCC[C@@H]1C[C@@H](O)[C@H](O)[C@@]2(CCc3ccccc3CO2)O1,0,95,8,102,-3,-7,1,92
O=C(Cc1ccccc1)Nc1ccc(C(=O)Nc2ccccc2C(=O)O)cc1,-2,102,-14,101,8,3,2,98
CC(=O)c1c(C)[nH]c(C(=O)Nc2cccc3ccccc23)c1C,1,100,-15,101,-1,-12,110*,90
Cc1ccccc1C(=O)N1CCN(c2ccc([N+](=O)[O-])c(N3CCOCC3)c2)CC1,15,93,10,107,-9,-6,0,104

Going on with the list.
compound,proCasp3 act,RPL19A TOR yeast,ZTA counter,MEP2 TOR yeast,procasp7 counter,EBNA-1 inhibitor,AHR activator,LAP4 TOR yeast
Cc1ccc(Cl)cc1N1CCN(C(=O)c2ccc(CN3CCOCC3)cc2)CC1,2,97,-1,103,7,6,0,93
CCOC(=O)Cc1cc(=O)[nH]c(/N=C(/NC(=O)c2ccccc2)Nc2ccccc2C(F)(F)F)n1,10,101,0,103,-1,5,-3,101
Cc1cc(C)c2cc(C(=O)N3CCN(c4ncccc4C(F)(F)F)CC3)[nH]c2c1,1,94,3,100,-5,-16,14,117
CCCN1C(=O)c2ccccc2NC1c1ccc(Cl)c(Cl)c1 (stereo not given),3,93,-1,99,3,-16,7,.
CCCN(CCO)CCCc1ccccc1,2,90,5,95,-3,6,0,96
CCCCn1c(-c2ccccc2)cnc1SCC(=O)NCCc1ccc(OC)c(OC)c1,-7,97,-13,96,7,6,2,98
CCO[C@@H]1OC(C(=O)Nc2ccccc2)=C[C@H](C2CC2)[C@H]1CCCO,9,.,2,.,0,1,4,.
CC(/C=C/c1ccc2c(c1)OCO2)=N\NC(=O)COc1ccccc1C,-6,100,-4,106,-5,21,9,97
CC1CC1C(=O)Nc1ccc(-c2ccccc2)cc1 (stereo not given),15,106,5,88,1,10,-4,104
CC(=O)c1nnn(-c2cccc(C#N)c2)c1C,2,94,-12,94,16,0,-1,97
CCN(CC)c1ccc(NC(=O)C2CCCN(S(=O)(=O)c3cccnc3)C2)c(C)c1 (stereo not given),0,102,6,107,16,-1,2,99
Cc1oc2c(CN(C)C)c(O)ccc2c(=O)c1-c1cscn1,-3,97,0,101,1,5,-1,94
Cc1ccc(S(=O)(=O)N(C)c2cc(S(=O)(=O)N3CCOCC3)c(C)cc2C)cc1,8,68,11,160,-13,5,-2,94
Cc1ccn2cc(C(=O)N3CCN(c4cnn(-c5ccccc5)c(=O)c4Cl)CC3)nc2c1,-6,97,0,97,-10,.,2,105
CCN1CCN(Cc2c(O)ccc3c(=O)c(-c4ccccc4OC)coc23)CC1,1,97,-2,96,-1,-3,-1,91
Cn1c(=O)c2c(ncn2Cc2nnc(N)s2)n(C)c1=O,-3,86,-1,97,12,-27,1,88
CCc1nnc(NC(=O)CSc2nnc(-c3cccnc3)n2CCc2ccccc2)s1,-7,102,-6,113,1,-3,2,103
CC(=O)Cn1c(=O)oc2ccccc21,5,97,-12,100,5,2,2,111
COC(=O)c1ccc(OC)c(Cn2c(=O)n(C)c(=O)c3sccc32)c1,3,97,-7,94,11,10,-1,80
CCCN1C(=O)CC(=O)N=C1SCC(=O)Nc1ccccc1F,4,101,.,100,15,.,-2,97

(continued)
compound,proCasp3 act,RPL19A TOR yeast,ZTA counter,MEP2 TOR yeast,procasp7 counter,EBNA-1 inhibitor,AHR activator,LAP4 TOR yeast
CCCCC(=O)Nc1ccc2c(c1)nc(CCNC(=O)c1ccco1)n2C,-3,97,-1,102,0,0,5,95
O=C(NC1CCCCC1)c1ccc(-c2ccccc2)cc1,-2,94,-15,92,5,0,-1,102
N#C/C(=C\c1cc2ccccc2nc1N1CCCCC1)C(N)=O,-6,95,-6,95,0,-1,7,93
CCOC(=O)CCCC(=O)Nc1ncnc2c1C(c1ccccc1)c1c(ccc3ccccc13)O2 (stereo not given),3,98,.,105,1,.,1,107
c1ccc(-n2nnnc2CN2CCOCC2)cc1,3,110,-6,117,-9,-13,1,97
CCCc1cc(=O)[nH]c2nnc(SCC(=O)Nc3cccc(NC(C)=O)c3)n12,5,99,-10,106,0,-16,-1,103
O=C(CCNS(=O)(=O)c1ccccc1)OCC(=O)c1ccc(F)cc1,-5,99,-10,94,3,1,5,101

Screens as filed in PubChem BioAssay.
